Assay outcomes as filed in PubChem BioAssay.
DNMT1 inh – blocks human DNA methyltransferase DNMT1. P26358. inhibition (reported as % activation of signal), % at 10 µM. DNMT1 molecular beacon, Hinp1I cleavage, fluorescence. 0.83% of 360,000 active. AID 588458; in the data active = inhibition above about 50%
NadD block – NadD (S. aureus) enzyme inhibition; purified NadD enzyme, colorimetric absorbance read-out; inhibition, % at 20 µM; 0.78% of 360,000 active; in the data active = inhibition above about 26%; also: some compounds past the cut are filed as inactive
STEP inh – blocks human striatal-enriched tyrosine phosphatase; P54829; recombinant STEP, OMFP fluorogenic substrate, fluorescence; inhibition, % at 20 µM; 0.25% of 360,000 active; AID 588621;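 active = inhibition at 20 µM, scaled per plate between control wells, above about 37%, limit read from the data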;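 also: 0% = DMSO with enzyme and substrate and 100% = substrate only without enzyme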
Target sequence (P54829 whole entry, looked up): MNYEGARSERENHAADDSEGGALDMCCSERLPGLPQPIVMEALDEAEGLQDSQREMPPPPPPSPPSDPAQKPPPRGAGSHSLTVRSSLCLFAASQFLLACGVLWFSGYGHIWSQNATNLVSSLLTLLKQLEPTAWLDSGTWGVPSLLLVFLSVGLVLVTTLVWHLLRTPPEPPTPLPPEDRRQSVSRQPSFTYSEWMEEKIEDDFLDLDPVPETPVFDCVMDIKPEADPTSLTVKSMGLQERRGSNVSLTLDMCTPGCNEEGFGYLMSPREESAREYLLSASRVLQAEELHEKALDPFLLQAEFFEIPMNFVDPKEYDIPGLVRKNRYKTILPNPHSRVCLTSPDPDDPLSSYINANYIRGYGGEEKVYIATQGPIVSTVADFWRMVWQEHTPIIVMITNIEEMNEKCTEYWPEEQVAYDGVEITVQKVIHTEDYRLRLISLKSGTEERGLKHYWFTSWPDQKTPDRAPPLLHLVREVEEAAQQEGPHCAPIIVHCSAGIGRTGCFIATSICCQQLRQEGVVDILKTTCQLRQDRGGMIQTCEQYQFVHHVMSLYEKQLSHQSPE
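Measure: Control-normalized % inhibition with plate pattern correction | Test system: STEP phosphatase, cell-free reaction | Medium: pH 6.0 Bis-Tris with DTT and Tween 20 | Technique: Fluorescence, 480/540 nm | Times: Reaction 20 min, ambient temperature | Doses: Single compound dose of 20 µM, 1% DMSO final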
SKN-1 inh – C. elegans SKN-1 inhibition. AID 624304. 0.49% of 360,000 active. inhibition, % at 21.8 µM. C. elegans VP596 Pgst-4::GFP/RFP ratio, acrylamide-induced, 24 h;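 active = interference check ratio from 0.5 to 1.5 plus GFP to RFP signal ratio inhibition reaching or exceeding a fixed threshold, cut at about 30% in these data, passing the limit was not always enough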; also: some compounds called inactive have numbers as strong as hits
LMPTP block – LMPTP (human) inhibition; recombinant LMPTP-A, OMFP fluorogenic substrate, fluorescence intensity; inhibition, % at 20 µM; 0.22% of 360,000 active;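 active = compounds that cut the enzyme signal by at least half of the control window in the single-dose screen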;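 also: plate controls were DMSO wells with enzyme plus substrate for no effect and substrate without enzyme for full effect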
Target sequence (P24666 whole entry, looked up): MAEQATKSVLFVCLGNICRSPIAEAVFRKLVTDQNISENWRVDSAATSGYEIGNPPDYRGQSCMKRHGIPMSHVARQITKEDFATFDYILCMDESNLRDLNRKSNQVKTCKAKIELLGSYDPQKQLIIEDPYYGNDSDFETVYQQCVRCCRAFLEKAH
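test system = LMPTP-A | amount = 0.625 nM LMPTP-A final | reagent = fluorogenic phosphatase substrate OMFP at 400 µM final | incubation = 50 min at room temperature | benchmarks = no-enzyme low control, uninhibited high control | medium = Bis-Tris pH 6.0, DTT, detergent | signal = fluorescence intensity of OMFP turnover product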
CendR NRP1 mod – alters CendR peptide binding to human NRP-1; FAM-RPARPAR peptide binding to NRP-1, fluorescence polarization; inhibition, % at 25 µM; 0.85% of 360,000 active;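 active = inhibition or corrected inhibition above about 18%, plus a signal ratio from 0.5 to 1.5, limit read from the data, passing the limit was not always enough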; also: strong numbers were not always called active
Scp-1 inhibitor – inhibitors of human Scp-1 phosphatase. Recombinant Scp1, phosphopeptide, malachite green phosphate absorbance. inhibition, % at 20 µM. 0.88% of 340,000 active. AID 493091;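 active = inhibition above about 50% at 20 µM, limit read from the data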;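 also: plate controls were DMSO wells with enzyme for no effect and wells lacking enzyme for full effect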
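Test system: SCP-1 phosphatase catalytic domain, residues 76-261; measured by: colorimetric phosphate reagent with accelerator and stabiliser, absorbance at 630 nm; timing: enzyme reaction 45 min at room temperature, colour 5 min, stabilisation 30 min; also added: Phosphorylated 17-residue peptide substrate; compound dosing: one concentration, 20 µM, with 1.0% DMSO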
Tb MetRS inh – blocks T. brucei methionyl-tRNA synthetase activity | purified T. brucei MetRS, ATP depletion, Kinase-Glo luminescence | inhibition, % at 11.9 µM | 0.4% of 360,000 active;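 active = inhibition above a per-plate cutoff of the control wells' mean inhibition plus 3 SD, cut at about 5.5% in these data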;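 also: 0% = DMSO wells median and 100% = median of wells with control inhibitor compound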
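technique = Kinase-Glo luminescence, ATP depletion format | system = purified MetRS (methionyl-tRNA synthetase) enzyme from Trypanosoma brucei | timing = 15 min preincubation, 2 h reaction, all 25 °C | evaluation = percent inhibition versus plate control medians | dosing = single dose, 11.9 µM final nominal, 0.9% final DMSO | also added = substrates ATP, L-methionine and bulk Escherichia coli tRNA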
Neddyl block – blocks human cullin neddylation; TR-FRET cullin neddylation, biochemical; P61081+Q13564; calls only at 25 µM; 0.58% of 360,000 active; in the data active = inhibition above about 36%
SUMO1-SIM PPI – alters human SUMO1 binding to SIM partners; 0.33% of 360,000 active; AID 602429; P63165; SUMO1 binding to a labelled peptide, TR-FRET, 1 h; inhibition, % at 20 µM; in the data active = inhibition above about 37%
Target sequence (P63165 whole entry, looked up): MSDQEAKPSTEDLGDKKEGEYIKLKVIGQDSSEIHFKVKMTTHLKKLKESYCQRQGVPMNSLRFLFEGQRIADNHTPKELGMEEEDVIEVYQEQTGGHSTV
* hit, by the source's call; i = inactive; · = not tested or not shown.

canonical_smiles	SKN-1 inh	Tb MetRS inh	SUMO1-SIM PPI	NadD block	LMPTP block	STEP inh	DNMT1 inh	CendR NRP1 mod	Scp-1 inhibitor	Neddyl block
COc1ccc(NC(=O)CSc2nnc(-c3ccoc3C)n2CC2CCCO2)cc1 (centres undefined)	-7	-0.6	-3	-4	-1.3	4	2	3	5	i
COc1cc2[nH]c(C(=O)N3CC(C)OC(C)C3)cc2c(OC)c1OC (centres undefined)	0	-1.3	-4	-3	-1.6	-2	3	11	6	i
CCN1C(=O)C(O)(C2COC(C)(C)CC2=O)c2ccccc21 (centres undefined)	4	0.3	-16	-3	0.4	1	-3	2	-5	i
COc1ccc(C=O)cc1CSc1ncccc1C(=O)O	-16	-0.7	5	-6	-1.6	4	1	-5	-6	i
O=C1ON=C(c2ccccc2[N+](=O)[O-])/C1=C/c1cccc([N+](=O)[O-])c1O	26	-0.3	-32	8	-2.7	-2	4	-19	8	i
COc1ccc(/C=C2\SC(=S)N(CCCC(=O)Nc3ccccc3C(=O)O)C2=O)cc1OC	10	-0.2	-8	8	2.0	-1	-2	-114	-11	i
O=S(=O)(c1ccccc1F)N1CCC(c2nc3ccccc3[nH]2)CC1	0	1.8	-2	-1	1.7	-1	1	7	-3	i
COc1cc(NC(=O)CCC(=O)OCCCC(F)(F)C(F)(F)F)nc(OC)n1	8	-0.7	-2	-4	0.4	-1	5	8	-3	i
O=C(Cc1ccc(S(=O)(=O)N2CCCC2)s1)Nc1nc2c(s1)CCCC2	-18	-1.0	4	15	0.8	0	3	-48	5	i
Cc1ccc(CSC2=NCCN2S(=O)(=O)c2ccccc2)cc1	-1	0.0	0	-3	1.4	-1	-3	8	4	i
O=C(c1cn(Cc2ccccc2)nc1-c1ccccc1)N1CCN(c2ccccn2)CC1	-5	-0.3	0	-3	-0.1	1	-5	5	-10	i
Cc1cc(C2CC(=O)Nc3ccccc3S2)c(C)s1 (centres undefined)	-6	-0.8	6	-7	2.4	0	-1	-1	-5	i
COc1ccccc1Cc1c(-c2ccccc2)nc2c(C)cc(Br)cn12	19	-0.2	-9	-2	2.7	0	1	-4	·	i
COc1ccc(S(=O)(=O)N2CCC(C(=O)NC3CC(C)(C)NC(C)(C)C3)CC2)cc1	4	-0.5	-1	-2	-1.4	-2	5	1	-10	i
COc1ccc(N(C(=O)c2cccnc2)S(=O)(=O)c2ccc(Cl)cc2)cc1	-3	-0.1	0	2	0.1	1	0	1	-4	i
COc1ccc(CNC(=O)C2CCCN(S(=O)(=O)c3cnc[nH]3)C2)cc1 (centres undefined)	7	-0.8	1	0	-3.0	-8	-3	-9	-12	i
COc1cc2sc3cc(NCCCN4CCOCC4)ccc3c(=O)c2cc1OC	1	-0.2	8	2	1.0	2	-4	4	0	i
COC(=O)N(NC(=O)C(O)(C(C)C)C(C)C)c1ccccc1	-14	-0.5	-2	-6	-1.9	-1	1	0	-14	i
Clc1cccc(-c2ccc3nccn3c2)c1Cl	3	-0.2	4	5	1.4	6	-5	-9	·	i
CC(=O)Nc1ccc(NC(=O)CC2SC(=O)N(CC(=O)c3ccccc3)C2=O)cc1 (centres undefined)	3	-0.1	2	8	0.5	-2	0	-3	-9	i
O=C(COc1coc(CN2CCN(c3ccccc3)CC2)cc1=O)Nc1ccccc1	9	-0.3	-3	0	0.3	0	2	-3	7	i
Cc1cc(/C=N/NC(=O)c2cccc([N+](=O)[O-])c2)c(C)n1-c1ccc(Cl)cc1Cl	16	0.0	-11	21	-2.4	6	-6	7	6	i
CC(=O)Nc1ccc(S(=O)(=O)NC2CC(=O)N(c3ccc(C)c(C)c3)C2)cc1 (centres undefined)	25	-0.1	19	-3	-1.3	2	1	-3	-2	i
CSCCC(NS(=O)(=O)c1ccccc1F)C(=O)NCCCn1nc(C)cc1C (centres undefined)	15	-0.3	0	1	-0.6	3	0	4	-4	i
Cn1cnnc1SCC(=O)NCCC1=CCCCC1	1	-0.5	-1	-6	-0.7	-1	0	6	-6	i

Complete entries, looked up by structure. Order of values: SKN-1 inh	Tb MetRS inh	SUMO1-SIM PPI	NadD block	LMPTP block	STEP inh	DNMT1 inh	CendR NRP1 mod	Scp-1 inhibitor	Neddyl block
Entry for CCN1C(=O)C(O)(C2COC(C)(C)CC2=O)c2ccccc21 (centres undefined) → 4	0.3	-16	-3	0.4	1	-3	2	-5	i
Entry for COc1cc2[nH]c(C(=O)N3CC(C)OC(C)C3)cc2c(OC)c1OC (centres undefined) → 0	-1.3	-4	-3	-1.6	-2	3	11	6	i

Given with two lines to a compound: entries from further up.
Order of values: SKN-1 inh | Tb MetRS inh | SUMO1-SIM PPI | NadD block | LMPTP block | STEP inh | DNMT1 inh | CendR NRP1 mod | Scp-1 inhibitor | Neddyl block
COc1ccc(NC(=O)CSc2nnc(-c3ccoc3C)n2CC2CCCO2)cc1 (centres undefined)
→ -7 | -0.6 | -3 | -4 | -1.3 | 4 | 2 | 3 | 5 | i
COc1cc2[nH]c(C(=O)N3CC(C)OC(C)C3)cc2c(OC)c1OC (centres undefined)
→ 0 | -1.3 | -4 | -3 | -1.6 | -2 | 3 | 11 | 6 | i
CCN1C(=O)C(O)(C2COC(C)(C)CC2=O)c2ccccc21 (centres undefined)
→ 4 | 0.3 | -16 | -3 | 0.4 | 1 | -3 | 2 | -5 | i
COc1ccc(C=O)cc1CSc1ncccc1C(=O)O
→ -16 | -0.7 | 5 | -6 | -1.6 | 4 | 1 | -5 | -6 | i
O=C1ON=C(c2ccccc2[N+](=O)[O-])/C1=C/c1cccc([N+](=O)[O-])c1O
→ 26 | -0.3 | -32 | 8 | -2.7 | -2 | 4 | -19 | 8 | i
COc1ccc(/C=C2\SC(=S)N(CCCC(=O)Nc3ccccc3C(=O)O)C2=O)cc1OC
→ 10 | -0.2 | -8 | 8 | 2.0 | -1 | -2 | -114 | -11 | i
O=S(=O)(c1ccccc1F)N1CCC(c2nc3ccccc3[nH]2)CC1
→ 0 | 1.8 | -2 | -1 | 1.7 | -1 | 1 | 7 | -3 | i
COc1cc(NC(=O)CCC(=O)OCCCC(F)(F)C(F)(F)F)nc(OC)n1
→ 8 | -0.7 | -2 | -4 | 0.4 | -1 | 5 | 8 | -3 | i
O=C(Cc1ccc(S(=O)(=O)N2CCCC2)s1)Nc1nc2c(s1)CCCC2
→ -18 | -1.0 | 4 | 15 | 0.8 | 0 | 3 | -48 | 5 | i
Cc1ccc(CSC2=NCCN2S(=O)(=O)c2ccccc2)cc1
→ -1 | 0.0 | 0 | -3 | 1.4 | -1 | -3 | 8 | 4 | i
O=C(c1cn(Cc2ccccc2)nc1-c1ccccc1)N1CCN(c2ccccn2)CC1
→ -5 | -0.3 | 0 | -3 | -0.1 | 1 | -5 | 5 | -10 | i
Cc1cc(C2CC(=O)Nc3ccccc3S2)c(C)s1 (centres undefined)
→ -6 | -0.8 | 6 | -7 | 2.4 | 0 | -1 | -1 | -5 | i
COc1ccccc1Cc1c(-c2ccccc2)nc2c(C)cc(Br)cn12
→ 19 | -0.2 | -9 | -2 | 2.7 | 0 | 1 | -4 | · | i
COc1ccc(S(=O)(=O)N2CCC(C(=O)NC3CC(C)(C)NC(C)(C)C3)CC2)cc1
→ 4 | -0.5 | -1 | -2 | -1.4 | -2 | 5 | 1 | -10 | i

The list goes on:
canonical_smiles	SKN-1 inh	Tb MetRS inh	SUMO1-SIM PPI	NadD block	LMPTP block	STEP inh	DNMT1 inh	CendR NRP1 mod	Scp-1 inhibitor	Neddyl block
Fc1ccccc1CNc1ccc(Cl)c(Cl)c1	5	-0.6	1	-6	5.0	-3	-1	7	-6	i
CCOc1cc(N2CCOCC2)c(OCC)cc1NC(=O)C(C)Oc1ccccc1 (centres undefined)	-8	-0.1	4	5	1.0	-1	3	-3	-2	i
COC(=O)c1[nH]c2ccc(C)cc2c1NC(=O)CN1CCC(C)CC1	-7	-0.9	-8	8	-0.8	1	-4	15	5	i
Cc1ccc(C(c2nnnn2Cc2cccs2)N2CCN(C(=O)c3ccco3)CC2)cc1 (centres undefined)	-8	-0.5	-2	11	-4.1	7	-2	2	-4	i
CC(=O)N1CCN(c2ccc(NC(=O)c3cc(Cl)ccc3Cl)cc2)CC1	2	-0.2	3	-1	0.8	-1	-6	10	-1	i
O=C(c1ccc(N2CCCCC2)c([N+](=O)[O-])c1)N(c1ccccn1)c1ccccn1	-4	-0.4	-25	-2	0.1	-1	0	7	-1	i
O=C(CSc1nc2ccccc2c(=O)n1-c1ccccc1)N1CCc2ccccc2C1	-7	-0.6	2	-11	0.3	1	-1	7	-1	i
CCOc1ccc(CC(=O)N2N=C(C)CC2(O)C(F)(F)F)cc1 (centres undefined)	7	0.4	2	1	-1.8	-6	2	18	-1	i
CCOC(=O)[C@]12CCC=C1N(Cc1ccccc1)C(=O)[C@H](CC(=O)NCc1cccc3ccccc13)C2	4	-0.7	2	4	1.9	·	·	17	·	i
CCOc1ccccc1NC(=O)c1cc2ccccc2oc1=O	-5	-0.4	1	1	-2.5	-1	9	6	0	i
CCOC(=O)N1C2c3ccccc3C(c3ccccc32)N1C(=O)OCC	17	0.2	0	-1	-2.3	0	6	5	-10	i
Cc1cccc(C(=O)N(NC(=O)Oc2ccccc2)C(C)(C)C)c1	-11	-0.2	7	-2	-0.9	-1	-2	15	-6	i
Cc1n[nH]c(=O)c2c(NC(=O)CSc3ccccc3F)oc(C)c12	6	-0.3	-24	-2	-6.4	2	0	-3	7	i
Cc1cc(C)nc(SCc2cc(=O)c(OC(=O)c3ccc(S(=O)(=O)N4CCCC4)cc3)co2)n1	-7	-0.4	-3	7	-1.0	3	11	0	5	i
CCCc1nnc(NC(=O)CCC(=O)N2CCCCC2CC)s1 (centres undefined)	-4	0.3	2	4	0.1	-3	-1	8	-5	i
CC(=O)Nc1ccc(C#Cc2ccc(NC(C)=O)cc2)cc1	10	-0.5	3	1	-1.8	-4	-9	7	0	i
